VLA-4 inh – inhibition in human VLA-4 binding assay, primary screen, VLA-4 allosteric modulator project, MLPCN library, flow cytometry, VLA-4 expressing cells | Integrin alpha-4 (Homo sapiens), P13612 | ligand binding flow cytometry | inhibition, % (about 7 µM as worked out from the volumes in the protocol) | 330,000 compounds, 0.2% hits | AID 2557, 2010; in the data active = inhibition above about 50%
Efflux pump inh – inhibitors of Candida efflux pumps in yeast, primary screen, S. cerevisiae, Nile Red, multiplex; S. cerevisiae Candida pump triplex; inhibition, % at 10 µM; 330,000 compounds, 0.44% hits;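 active = plate passing quality check with inhibition over a set limit, or well fluorescence over plate mean plus 4 SD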;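 note: Nile Red retained in pooled yeast measured as flow cytometry median fluorescence; 0% = buffer negative control and 100% = Enniatin B positive control; higher means more Nile Red kept so more efflux inhibition; some compounds called inactive have numbers as strong as hits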
Fam108B inh – mouse Fam108B serine hydrolase inhibitors, primary screen, counter-screen for RBBP9 inhibitor project, biochemical, fluorescence polarization | recombinant Fam108B, FP-Rh probe fluorescence polarization | inhibition, % at 9.51 µM | 300,000 compounds, 0.33% hits;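 active = inhibition above the screen mean inhibition plus 3 SD, computed separately per campaign, cut at about 18% in these data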;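 note: inhibitors lower polarization as less probe binds the enzyme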
GRK2 aptamer HTS – compounds blocking aptamer binding on GRK2 – biochemical, human GRK2, bead flow cytometry, HTS, primary screen | inhibition of aptamer binding, % at 10 µM | 330,000 compounds, 0.59% hits | FAM-aptamer displacement from GRK2;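 active = inhibition of aptamer binding above 40%, roughly 3 SD of noise, on plates passing a quality check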;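 note: median bead fluorescence of bound FAM aptamer so fluorescent compounds give negative values; no value below 0 was filed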
MEX-5 binding – MEX-5 zinc finger RNA-binding disruptors – biochemical, C. elegans, fluorescence polarization, MLPCN library, primary screen; Zinc finger protein mex-5 (Caenorhabditis elegans), Q9XUB2; MEX-5/FITC-TCR2 RNA binding; stronger effect = lower value; activity score (negative = inhibition of binding), % at 10 µM; 300,000 compounds, 0.38% hits; AID 1832, 2009;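 active = inhibition past about -25% in most replicates, and total fluorescence under double the plate's negative control median, limit read from the data; inconclusive = replicates evenly split on the limit, or fluorescence at least double controls; inactive = too little inhibition in most replicates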;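 note: 0% = DMSO and -100% = 5 µM competing unlabeled TCR2 RNA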
GLD-1 RNA inh – GLD-1/TGE RNA complex disruptors, primary screen, biochemical, fluorescence polarization | Female germline-specific tumor suppressor gld-1 (Caenorhabditis elegans), Q17339 | purified GLD-1 + fluorescein TGE RNA | inhibition, % at 5.96 µM | 320,000 compounds, 0.44% hits | AID 2280, 2010;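 active = percent inhibition above a per-plate cutoff, the plate mean of test compounds plus 3 SD, cut at about 30% in these data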;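 note: 0% = DMSO wells with GLD-1 and probe and 100% = wells lacking GLD-1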
Target sequence (Q17339 whole entry, looked up): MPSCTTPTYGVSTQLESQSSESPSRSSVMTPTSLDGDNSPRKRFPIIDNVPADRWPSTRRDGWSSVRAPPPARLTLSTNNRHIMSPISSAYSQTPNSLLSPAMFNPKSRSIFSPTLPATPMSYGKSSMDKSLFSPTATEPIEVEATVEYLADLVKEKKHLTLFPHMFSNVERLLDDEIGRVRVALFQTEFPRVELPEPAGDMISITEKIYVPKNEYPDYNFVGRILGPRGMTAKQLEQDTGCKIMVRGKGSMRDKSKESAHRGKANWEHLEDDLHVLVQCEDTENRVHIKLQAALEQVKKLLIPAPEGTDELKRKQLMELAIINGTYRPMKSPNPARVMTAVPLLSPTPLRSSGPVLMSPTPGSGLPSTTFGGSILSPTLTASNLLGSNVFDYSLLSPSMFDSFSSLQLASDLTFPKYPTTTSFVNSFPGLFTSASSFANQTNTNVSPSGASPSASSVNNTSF
PME-1 inh – PME-1 inhibitors via competitive probe labeling, primary screen, biochemical, fluorescence polarization, FP-Rh probe, HTS; 320,000 compounds, 0.53% hits; inhibition, % at 5.9 µM; AID 2130, 2009; recombinant PME-1;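 active = inhibition above the campaign mean of all compounds plus 3 SD, cut at about 26% in these data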;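 note: competitive labeling of PME-1 active site by serine hydrolase directed probe; 0% = PME-1 with DMSO and 100% = wells lacking PME-1 enzyme; inhibitors block probe labeling so polarization falls and inhibition rises; many of its hits are not listed in these tables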
Bcl-xL primary – inhibitors of human Bcl-xL, primary screen, biochemical, fluorescence polarization, HTS; Bcl-2-like protein 1 (Homo sapiens), Q07817; GST-Bcl-xL / FITC-Bim BH3 peptide fluorescence polarization; inhibition, % at 10.9 µM; 320,000 compounds, 0.7% hits;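 active = inhibition above the mean of all tested compounds plus 3 SD, cutoff set per campaign, cut at about 30% in these data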;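 note: 0% = DMSO wells and 100% = unlabeled Bim-BH3 peptide competitor; inhibitors lower millipolarization by displacing the labeled peptide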
Target sequence (Q07817 whole entry, looked up): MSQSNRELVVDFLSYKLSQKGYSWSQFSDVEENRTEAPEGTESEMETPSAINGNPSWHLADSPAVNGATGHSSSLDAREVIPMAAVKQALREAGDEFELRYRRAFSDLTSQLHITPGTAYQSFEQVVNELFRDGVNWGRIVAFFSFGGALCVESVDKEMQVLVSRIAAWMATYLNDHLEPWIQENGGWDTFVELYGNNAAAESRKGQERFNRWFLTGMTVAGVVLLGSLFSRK
MCL1 BIM primary – inhibitors of MCL1 binding to BIM-BH3, primary screen, biochemical, fluorescence polarization | 320,000 compounds, 0.68% hits | Induced myeloid leukemia cell differentiation protein Mcl-1 (Homo sapiens), Q07820 | GST-MCL1 / FITC-Bim-BH3 fluorescence polarization | inhibition, % at 10.9 µM;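 active = inhibition above the mean inhibition of all tested compounds plus 3 SD, set per campaign, cut at about 40% in these data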;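 note: 0% = DMSO wells and 100% = unlabeled Bim-BH3 peptide control; higher means more loss of mP so more displacement of Bim peptide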
Target sequence (Q07820 whole entry, looked up): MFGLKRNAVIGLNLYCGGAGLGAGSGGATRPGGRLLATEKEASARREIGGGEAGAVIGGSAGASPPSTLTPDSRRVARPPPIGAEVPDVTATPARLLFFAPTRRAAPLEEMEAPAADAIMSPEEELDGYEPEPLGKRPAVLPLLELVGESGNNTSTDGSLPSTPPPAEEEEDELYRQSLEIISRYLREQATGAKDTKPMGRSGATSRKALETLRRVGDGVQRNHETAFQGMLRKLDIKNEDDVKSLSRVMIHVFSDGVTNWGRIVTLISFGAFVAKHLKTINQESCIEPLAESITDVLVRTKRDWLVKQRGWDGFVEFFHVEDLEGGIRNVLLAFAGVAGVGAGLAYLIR
Active calls of the source: *; u = inconclusive; x = no result given. Only part of the results is shown. The share of hits here may be higher or lower than overall.

SMILES | VLA-4 inh | Efflux pump inh | Fam108B inh | GRK2 aptamer HTS | MEX-5 binding | GLD-1 RNA inh | PME-1 inh | Bcl-xL primary | MCL1 BIM primary
O=C(c1ccc(Cl)c(F)c1F)N1CCCC1 | 13 | 0.0 | 1 | 1 | -1.3 | -8 | 1 | -3 | -2
Cc1ccc(S(=O)(=O)N2CCCCC2)cc1NC(=O)CSc1nnc(C2CC2)n1C | 7 | -0.1 | x | 3 | x | 5 | x | x | x
Nc1nc(COC(=O)C2CCN(C(=O)c3ccc(Cl)cc3)CC2)nc(Nc2ccccc2)n1 | -29 | 0.0 | x | 0 | x | 0 | 3 | -8 | -14
CC(C)CCn1c(NCCN(C)C)nc2c1c(=O)[nH]c(=O)n2C | 1 | -0.1 | 0 | 0 | 1.6 | -3 | -3 | 6 | -6
Cc1c(-c2ccccc2)oc2c(C(=O)OCC(=O)Nc3cccc(F)c3)cccc2c1=O | -3 | -0.1 | -6 | 0 | -1.2 | 1 | -3 | -3 | -1
CCn1cc(C(=O)NCCCOC)c(=O)c2cc(S(=O)(=O)N3CCC(C)CC3)ccc21 | 2 | 0.0 | -8 | 0 | 1.7 | -3 | -1 | 4 | -1
COC(=O)COc1ccc(S(=O)(=O)N2CCOCC2)cc1C | -12 | 0.5 | -1 | 0 | -3.2 | 4 | 3 | 2 | 3
COc1ccccc1CNC(=O)c1cc2sccc2n1C | 1 | -1.3 | -2 | 0 | 0.8 | 10 | 1 | 2 | 7
N=c1c2c3c(sc2nc2n1CCCCC2)CCCC3 | 6 | -0.1 | 5 | 1 | 1.0 | -9 | -3 | 3 | 7
COc1ccc2nc(NC(=O)c3c(C)noc3C)sc2c1 | 7 | 0.1 | x | 0 | x | -4 | 1 | -6 | 1
CCn1c2ccccc2c2cc(NS(=O)(=O)c3ccccc3C)ccc21 | 15 | 0.2 | 5 | 1 | 0.0 | 3 | 2 | 8 | 5
CCOc1cc(/C=C2\C(=O)NN(c3ccccc3)C2=O)cc([N+](=O)[O-])c1O | 8 | -0.1 | 8 | 2 | u | 4 | 4 | 20 | 29
CCCNC(=S)N1CCN(C(c2ccccc2)c2ccccc2)CC1 | -27 | 0.6 | -9 | 1 | 2.6 | 3 | -13 | -1 | 0
C=CCOc1ccc(/C=C2\C(=N)N3N=C(S(=O)(=O)CC)SC3=NC2=O)cc1OC | 1 | 0.1 | 0 | 2 | -1.8 | -2 | 0 | 3 | -6
CN1CCC(=NNC(=O)C(=O)NC2CCCCC2)CC1 | 16 | 0.0 | 2 | 9 | 1.3 | 7 | 3 | -2 | 7
CCc1nnc(NC(=O)CSc2ccc(-c3ccc(-n4cccn4)cc3)nn2)s1 | -6 | 0.2 | -1 | 0 | 0.3 | -2 | -6 | 6 | 4
CC(C(=O)Nc1ncc2c(n1)CC(C)(C)CC2=O)N1C(=O)c2ccccc2C1=O (stereo not given) | 2 | -0.1 | 5 | 1 | -3.1 | 7 | -1 | 7 | 4
CC1=C(C(=O)OCc2ccccc2)C(c2ccc(Cl)cc2)NC(=O)N1CCCCCC(=O)O (stereo not given) | x | x | 4 | x | 3.3 | -4 | 3 | 2 | -2
CC(=O)c1cccc(NC(=O)c2nccnc2C(=O)O)c1 | 15 | 0.1 | 3 | 5 | 2.5 | 7 | -4 | 4 | 1
COc1ccccc1N1CCN(C(=O)C(=O)N/N=C/c2ccccc2F)CC1 | -18 | 0.2 | -2 | 0 | -0.9 | 1 | -5 | -1 | 3
C=CCNC(=S)Nc1ccc(F)cc1F | 1 | 0.1 | -4 | 0 | -0.6 | 7 | -5 | 4 | 4
O=C(COc1cccc(Cl)c1)NCc1ccccc1 | -11 | -0.1 | -4 | 2 | 1.7 | 13 | -4 | 3 | 0
OC1(c2cccc(F)c2)CCN(Cc2ccncc2)CC1 | -6 | -0.1 | -1 | 1 | 3.9 | 2 | -8 | 6 | 6
CC(C)Cn1c(-c2ccc(C#N)cc2)nc2c1c(=O)[nH]c(=O)n2CC(C)C | -6 | -0.1 | 0 | 2 | -1.5 | 2 | 7 | 3 | -3
CCS(=O)(=O)N1CCN(C(=O)c2cccc3ccccc23)CC1 | -13 | -0.1 | -1 | 0 | 0.1 | 2 | 2 | 6 | 5
(continued)
SMILES | VLA-4 inh | Efflux pump inh | Fam108B inh | GRK2 aptamer HTS | MEX-5 binding | GLD-1 RNA inh | PME-1 inh | Bcl-xL primary | MCL1 BIM primary
COc1ccc(NC(=O)c2cc(F)cc(F)c2)cc1Cl | -16 | 0.1 | 0 | 0 | -1.9 | 10 | -9 | 2 | 3
O=C(CSc1nnc(-c2cccs2)n1-c1ccccc1)N1CCOCC1 | 16 | 0.0 | 3 | 0 | -0.7 | 3 | 1 | 6 | 2
CS(=O)(=O)N(CCc1ccccc1)CC(=O)NCc1ccc2c(c1)OCO2 | 10 | 0.0 | -3 | 1 | -0.5 | 3 | 3 | 7 | 8
O=C(Nc1cc(Oc2ccc(Cl)cc2)cc([N+](=O)[O-])c1)c1ccco1 | 20 | 1.0 | -21 | 0 | 0.9 | 2 | -15 | -10 | -11
Cc1noc(C)c1NC(=O)N(C)C[C@H]1Oc2c(NC(=O)NC(C)C)cccc2C(=O)N([C@H](C)CO)C[C@@H]1C | 5 | -0.5 | x | 3 | x | 10 | x | x | x
O=C1/C(=C/c2coc3ccc(O)cc3c2=O)SC(=S)N1c1ccccc1 | -134 | 0.1 | -53 | 0 | 0.5 | -35 | -38 | -4 | 0
Nn1c(SCC(=O)Nc2ccc(N3CCOCC3)cc2)nnc1-c1cccc(F)c1 | -5 | -0.1 | x | 0 | x | 12 | 0 | -2 | 1
CCC1CCCCN1C(=O)CSc1nc2c(c(=O)n(C)c(=O)n2C)n1C (stereo not given) | -6 | 0.0 | -6 | 1 | 2.0 | -3 | 4 | 0 | 2
COc1ccc(OCC(=O)N2CCCC(CO)(CCOc3ccccc3)C2)cc1 (stereo not given) | 15 | -0.1 | -1 | 0 | 2.4 | 2 | 4 | 5 | 3
CCOC(=O)c1cc2c(C(F)(F)F)cc(-c3ccccc3)nc2o1 | -8 | -0.2 | 3 | 5 | 0.6 | -8 | 0 | 6 | 4
COc1ccc(C2=NO[C@@](CC(=O)O)(C(=O)Nc3ccc4c(c3)OCCO4)C2)cc1 | 6 | 0.0 | 0 | 1 | -0.9 | -8 | 2 | 4 | 4
O=C1NC(=O)C2(CCc3ccccc32)N1 (stereo not given) | 6 | -0.1 | -1 | 0 | -3.3 | 9 | -5 | 7 | 10
O=C(O)c1ccc(Nc2nc(-c3cccnc3)cs2)cc1 | -3 | -0.3 | 3 | 0 | -2.4 | 5 | -3 | 3 | 1
Cc1ccc(S(=O)(=O)/C(C#N)=C/c2c[nH]c3ccccc23)cc1 | -5 | 0.7 | -11 | 1 | -3.2 | -3 | -11 | -6 | -1
CCc1nnc(SCCSc2nnc(CC)n2N)n1N | 9 | 0.0 | -1 | 0 | 0.6 | 4 | -3 | 5 | 3
C=CCN(CC=C)S(=O)(=O)c1ccc(C(=O)Nc2nc3c(s2)CCc2ccccc2-3)cc1 | -7 | -0.3 | -6 | 1 | -1.0 | -3 | -4 | -2 | 1
Cc1sc2ncn(-n3c(C)ccc3C)c(=O)c2c1C | 7 | 0.0 | 2 | 4 | 1.9 | 12 | -1 | 6 | 2
COc1cc(NC(=O)COC(=O)CO/N=C(\C)c2ccc3c(c2)OCO3)cc(OC)c1OC | 4 | -0.1 | -5 | 3 | 1.9 | 5 | -3 | -12 | -9
CCN(Cc1ccncc1)C(=O)CCc1ccccc1 | 2 | 0.1 | -1 | 9 | -0.6 | 3 | -3 | 8 | 18
Cc1cccc(OC2CCN(Cc3nc(CC4CC4)no3)CC2)c1 | -8 | 0.1 | 8 | 0 | 2.0 | 1 | -3 | 4 | 8
COc1cccc(CN2CCNC(=O)C2CC(=O)N(C)Cc2cnccn2)c1OC (stereo not given) | -6 | -0.1 | 3 | 2 | -2.7 | 1 | 4 | 8 | 6
CN(C)c1cc(-c2ccccc2)nc(-c2ccccc2)n1 | 4 | -0.1 | -2 | 4 | 3.6 | 6 | -4 | 4 | 2
CCCCNC(=O)c1cn(-c2ccc(OCC)cc2)c(=O)c2cc(OC)c(OC)cc12 | -1 | -0.1 | 3 | 3 | 1.2 | 2 | 0 | 1 | 7
COC(=O)CN(c1ccc2c(c1)OCO2)S(C)(=O)=O | 5 | -0.1 | -3 | 0 | -1.0 | 8 | 2 | 1 | 1
Cc1ccc(NS(=O)(=O)c2ccc3c(c2)NC(=O)CCS3)c(Cl)c1 | 8 | 0.1 | -2 | 0 | -0.9 | 8 | 11 | 9 | 5
Next part:
SMILES | VLA-4 inh | Efflux pump inh | Fam108B inh | GRK2 aptamer HTS | MEX-5 binding | GLD-1 RNA inh | PME-1 inh | Bcl-xL primary | MCL1 BIM primary
O=C(O)CN1C(=O)NC2NC(=O)NC21 (stereo not given) | -6 | -0.1 | -3 | 1 | 1.8 | 6 | 0 | 6 | 5
O=C(NC1=NCCS1)c1ccc([N+](=O)[O-])cc1Cl | 3 | 0.2 | -3 | 0 | 0.9 | 8 | -3 | 6 | 1
Cc1nc(C)c(-c2nnc(-c3ccc(C(C)(C)C)cc3)o2)cc1C(=O)NN | 11 | -0.1 | -6 | 1 | 1.0 | -1 | -4 | 0 | 4
Cc1cc(C)cc(OCC(=O)OC(C)C(=O)Nc2c(C)n(C)n(-c3ccccc3)c2=O)c1 (stereo not given) | 3 | 0.1 | 6 | 1 | 1.9 | 7 | -7 | 1 | -1
Cc1ccc(-n2cc(CN(C)CCc3cn[nH]c3)c(-c3cccc(C)c3)n2)cc1 | 0 | -0.2 | 3 | 0 | 1.2 | -7 | -3 | -2 | 10
CN(C(=S)NC(=O)c1ccc(Cl)cc1)C1CCCCC1 | -3 | -0.1 | 6 | 0 | -1.7 | 2 | 1 | 12 | 31
Cc1ccc(N(CC(=O)N/N=C/c2cc(C)n(-c3ccccc3C)c2C)S(C)(=O)=O)cc1 | 8 | -0.2 | 4 | 7 | -1.1 | 0 | 3 | 8 | 14
O=C(Nn1c(-c2ccc(Cl)cc2)nc2ccccc2c1=O)c1cccnc1Cl | 1 | -0.1 | -3 | 0 | -1.4 | 6 | 1 | 5 | 5
O=C(NCc1ccc(F)cc1)c1cc2c(s1)CS(=O)(=O)C2 | 6 | 0.0 | -3 | 0 | -0.6 | 6 | 2 | 2 | 7
CN(C)c1ccc(/C=C2\SC(=S)N(Nc3ncc(C(F)(F)F)cc3Cl)C2=O)cc1 | x | 1.2* | -5 | 0 | 2.0 | -53 | -50 | -14 | -48
CC(C)N(C(=O)CN1C(=O)C(=O)c2ccccc21)c1ccccc1 | 13 | 0.0 | -3 | 0 | -7.0 | 4 | 2 | 5 | 4
CC1CCN(C(=O)c2ccc(-c3ccccc3Cl)o2)CC1 | -1 | -0.1 | -1 | 0 | 0.5 | 8 | 0 | 3 | -1

Screening results from PubChem.
